RBX1-CUL1 inh – human ROC1-CUL1 E3 ligase inhibition; 140,000 tested, 0.6% active; AID 1347404; inhibition, % at 10 µM; in vitro K48 di-Ub FRET, acceptor:donor ratio, 45 min; P62877+Q13616; in the data active = inhibition above about 25%
Target sequence (P62877 whole entry, looked up): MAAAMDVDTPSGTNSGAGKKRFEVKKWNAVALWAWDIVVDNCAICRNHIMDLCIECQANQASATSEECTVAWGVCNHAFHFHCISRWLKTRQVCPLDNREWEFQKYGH
Target sequence (Q13616 whole entry, looked up): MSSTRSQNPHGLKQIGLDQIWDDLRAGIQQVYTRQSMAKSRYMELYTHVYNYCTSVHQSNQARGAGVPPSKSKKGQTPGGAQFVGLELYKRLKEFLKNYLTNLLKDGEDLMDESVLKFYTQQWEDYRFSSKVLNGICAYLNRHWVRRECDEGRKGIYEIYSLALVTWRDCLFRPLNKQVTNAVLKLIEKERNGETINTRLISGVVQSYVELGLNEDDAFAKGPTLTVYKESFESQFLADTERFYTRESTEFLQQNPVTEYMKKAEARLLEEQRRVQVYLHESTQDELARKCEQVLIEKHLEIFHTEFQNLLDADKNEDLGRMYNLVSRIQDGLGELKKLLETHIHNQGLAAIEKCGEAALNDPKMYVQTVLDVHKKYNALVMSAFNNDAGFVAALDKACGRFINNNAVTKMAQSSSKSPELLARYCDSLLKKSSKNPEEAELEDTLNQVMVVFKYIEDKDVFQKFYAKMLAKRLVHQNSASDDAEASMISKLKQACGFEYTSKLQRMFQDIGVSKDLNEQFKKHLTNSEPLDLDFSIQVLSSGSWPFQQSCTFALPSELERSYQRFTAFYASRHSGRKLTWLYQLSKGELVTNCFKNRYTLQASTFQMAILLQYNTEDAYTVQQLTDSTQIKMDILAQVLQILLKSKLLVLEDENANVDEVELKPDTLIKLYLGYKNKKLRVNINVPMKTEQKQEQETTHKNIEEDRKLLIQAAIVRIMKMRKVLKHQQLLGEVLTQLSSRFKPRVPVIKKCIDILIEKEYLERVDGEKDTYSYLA
Starred values were filed as active, the others as inactive; & = joins results of further samples. Only part of the results is shown (hit frequency here may not be typical).

SMILES | RBX1-CUL1 inh
CCS(=O)(=O)N1CC(=O)N(c2cccc(Cl)c2)C(C)(C(=O)NC2CCCCCC2)C1 (stereo not given) | 3.1
O=C(Cn1c(-c2cccs2)cc2ccccc21)NCCc1ccc(Cl)cc1 | 0.7
Cc1ccc(S(=O)(=O)N2C[C@@H](c3ccccc3)O[C@@H](c3ccccc3)C2)cc1 | -4.5
Cc1ccccc1N=C1C(=O)Nc2ccccc21 | -3.8
COc1cc(/C=N/n2cnnc2)ccc1OCc1ccc(C(=O)O)cc1 | -3.2
COc1cc(OC)c(C(=O)NC2CCCCC2)cc1OC | -5.0
CN(CC1COCCO1)C1CCN(c2ccc(NC(=O)CCCCc3ccccc3)cc2)CC1 (stereo not given) | 13.5
C=CCOc1ccc(C2C(C(=O)c3ccc(OCC)cc3)C(=O)C(=O)N2CCN2CCOCC2)cc1 (stereo not given) | 8.7
CN(Cc1cccc2ccccc12)C(=O)CCCn1nnnc1CN1CCOCC1 | 8.4
COc1cccc(C2Nc3ccc(Br)cc3C(=O)N2NC(=O)c2ccccc2OCc2ccccc2)c1O (stereo not given) | 6.7
COc1cc2nc(CCc3ccccc3)nc(N3CCN(c4ccccc4F)CC3)c2cc1OC | 7.7
Cc1ccc(-c2cn3c(n2)sc2cc(C(=O)NC4CCCc5ccccc54)ccc23)cc1 (stereo not given) | -14.0
Cc1ccc(-c2nc(NC(=O)C(C)C)sc2C)cc1 | 9.6
Cc1nnc(Cl)c2nn(-c3ccccc3F)c(C)c12 | -2.6
COc1ccc(-c2ccccc2)cc1NC(=O)/C=C\C(=O)O | -2.9
CCCn1c(=O)c2c(nc3n(C(C)CC)c(C)cn23)n(C)c1=O (stereo not given) | -3.9
O=c1[nH]cnc2c1c(=O)oc1ccccc12 | -0.1
CCC(=O)Nc1ccc2nc(SCCOc3cccc(C)c3)sc2c1 | -8.2
CCOc1ccc(-c2nn(-c3ccccc3)cc2C2NC(=O)N=C(C)C2C(=O)OC(C)C)cc1 (stereo not given) | 9.5
CCS(=O)(=O)NCC(c1ccco1)N1CCN(c2ccc(F)cc2)CC1 (stereo not given) | -9.3
Cc1ccc(C)c(OCC(O)CN2CCN(C)CC2)c1 (stereo not given) | -9.1
O=C(Nc1ccc(-c2ccco2)cc1)C1CCCN(Cc2ccc3nonc3c2)C1 (stereo not given) | 0.3
COc1ccc(-c2nn(-c3ccccc3)cc2C(=O)OCC(=O)c2cc(C)ccc2C)cc1 | -3.7
CC(Oc1ccccc1C(C)C)C(=O)N1CCN(C)CC1 (stereo not given) | -10.2
CCS(=O)(=O)N1CCCC(C(=O)Nc2ccc(F)c(Cl)c2)C1 (stereo not given) | 2.7
CC(=O)c1cc2c(cc1NC(=O)C1CCCCC1)OCO2 | -1.0
Clc1ccc(-n2nc3c(Cl)nnc(-c4ccccc4)c3c2-c2ccccc2)cc1 | -8.2
Cc1cccc(-c2noc(-c3ccc(N4CCOCC4)c([N+](=O)[O-])c3)n2)c1 | -1.3
Cc1csc(Nc2ccccn2)n1 | -1.1
O=[N+]([O-])c1cc([N+](=O)[O-])c2nonc2c1N1CCOCC1 | 7.1
CCOC(=O)c1cnc(Nc2ccc(CC)cc2)nc1C | 10.7
Cc1ccc(Cl)cc1N(C)C(=O)c1cc2c(Cl)nc3ccccc3c2s1 | -4.1
COCCN1C(=O)CC(CC(=O)N(CCOC)C(C)C)(c2ccccc2OC)C1=O (stereo not given) | 10.6
CC(C)(C)CC(=O)N(C1CCCCC1)C1CCCCC1 | -1.8
NC(=NC(=S)Nc1ccccc1)N/N=C/c1ccccc1 | 4.7
COc1cc(NC(=O)c2cc(S(=O)(=O)N3CCc4ccccc43)cn2C)cc(OC)c1OC | -9.9
CC1=Nc2c(-c3ccccc3)c(C)nn2C(=O)C1Cc1ccc(C(C)C)cc1 (stereo not given) | -5.5
Cc1ccc(CNC(=O)c2ccc(-n3cnc4cccnc43)cc2)cc1 | -0.7
COC(=O)c1c(-c2ccccc2)csc1NC(=O)CSc1nnnn1-c1ccccc1 | 0.1
Cc1cnc(NCCc2scnc2C)nc1-c1cnn(C)c1 | 13.8
Cc1nccn1-c1ccc(NC(=O)C2CCCN2C2Cc3ccccc3C2)cc1 (stereo not given) | 2.7
COc1ccc2c(c1)CCc1sc(NC(=O)c3cccc(Br)c3)nc1-2 | -1.6
O=C1C(Cl)=C(N2CCOCC2)C(=O)N1c1ccccc1N1C(=O)C(Cl)=C(N2CCOCC2)C1=O | 4.1
CC(=O)Nc1ccc(NC(=O)C(Cc2ccccc2)NS(=O)(=O)c2ccc3c(c2)oc(=O)n3C)cc1 (stereo not given) | 5.3
O=C(Nc1cccc(-c2nc3cc(Cl)ccc3o2)c1)c1cc([N+](=O)[O-])ccc1N1CCOCC1 | 12.6
O=C(Nc1ccc(Cl)c(-c2nc3cc(Cl)ccc3o2)c1)c1cc([N+](=O)[O-])ccc1N1CCOCC1 | 0.2
CN1CCN(CC(=O)Nc2cc(N(C)C)nc3ccccc23)CC1 | -8.5
Cc1cc2c(cc1S(=O)(=O)CCC(=O)N(C)C1CCCCC1)OCC(=O)N2 | 0.2
Cc1cc(C)c2c(CC(=O)Nc3ccccc3C(F)(F)F)coc2c1 | 2.6
Cc1cc2nc(N3CCC(C(=O)NC4CCOC(C)(C)C4)CC3)nc(C)c2cc1C (stereo not given) | -0.2

The results go on:
SMILES | RBX1-CUL1 inh
CCOC(=O)CSc1nc2ccccc2c(=O)n1-c1cccc(C)c1 | 0.9
CNC(=O)c1ccc2c(c1)CCN2S(C)(=O)=O | -4.1
CC1=NN(c2ccccc2)C(=O)/C1=C/c1cc(C)n(-c2cccc(C(F)(F)F)c2)c1C | 3.3
Cc1ccc(C(=O)Nc2nnc(CCS(=O)(=O)c3ccc(Cl)cc3)s2)cc1 | -0.1
O=C(Cn1cnc2sc3c(c2c1=O)CCCC3)N/N=C\c1c[nH]c2ccccc12 | -3.9
c1cc2c(cnc3ccsc32)s1 | -0.9
Clc1nc2ccccc2nc1NCc1cccnc1 | 8.8
COc1ccc(N(C(=O)c2ccc(OC)c(OC)c2)S(=O)(=O)c2ccc(Cl)cc2)cc1 | -0.6&9.5
COc1cc2ccccc2cc1C(=O)Nc1cccc(-c2nc3ccccc3o2)c1 | 3.5
O=c1c2sccc2n(Cc2cc(=O)n3cc(Cl)ccc3n2)c(=O)n1-c1ccccc1 | 5.2
COc1ccc2nc(NC(=O)/C(C#N)=C\c3ccc(C)o3)sc2c1 | 4.8
O=C(c1ccccc1OC1CCN(Cc2ccccn2)CC1)N1CCCC1 | -0.6
COc1ccc(F)cc1S(=O)(=O)NCCc1csc(-c2ccc(Cl)cc2)n1 | -11.1
CC[C@@H](C(=O)n1nc(C)cc1C)[C@H](NS(=O)(=O)c1ccc(C)cc1)c1ccccc1 | 8.3
Cc1c(-c2nsc(NC(=O)c3cccs3)n2)nnn1-c1ccc(F)cc1 | 11.4
Cc1cc(Nc2ccccc2F)n2nc(Cc3ccc(Cl)cc3)nc2n1 | -1.1
O=C(NCc1ccccc1)N1CCC(Cn2cc(-c3ccccn3)nn2)CC1 | 4.5
COCC(=O)Nc1cc(C(=O)NC2Cc3ccccc3C2)cc2ncn(CCc3ccccc3)c12 | -7.9
Cc1cccc(C(=O)NC(=S)Nc2cccc(-c3nc4ncccc4o3)c2C)c1 | 4.2
CCCCCCc1ccc(/C(C)=N/NC(=O)c2ccoc2C)cc1 | -6.1
CCOC(=O)c1ccc(N=C2CC(c3ccc(Br)cc3)N(c3ccc(C(=O)OCC)cc3)C2=O)cc1 (stereo not given) | 13.8
CC1(C)Cc2nc3sc(C(N)=O)c(N)c3cc2CO1 | -0.6
Cc1sc(NC(=O)c2ccccc2)c(CN2CCN(CCO)CC2)c1C | 6.9
CC1(C)CC(=O)C2C(=Nc3ccccc3N(C(=O)C(F)(F)F)C2c2cccc(Cl)c2Cl)C1 (stereo not given) | -5.2
N#CC1C(=N)c2ccccc2CC12CCCC2 (stereo not given) | -0.3
Cn1ncc(N2CCOC(CCNC(=O)CN3CCCCCC3)C2)cc1=O (stereo not given) | -0.2
CCOc1ccc(CNC(=O)CCS(=O)(=O)c2cc3c(cc2Cl)NC(=O)CO3)cc1OC | 1.9
Cc1cc(NS(=O)(=O)c2ccc(NC(=O)COc3ccc(Br)cc3C)cc2)no1 | 6.8
O=C(CSc1nnc(NC(=O)c2ccccc2Br)s1)Nc1ccc2c(c1)oc1ccccc12 | 5.2
CCC(=O)NNc1cc(N2CCCC2)nc(N2CCCC2)n1 | 74.5*
CCN(CC)C(=O)Cn1cc(C(=O)NCCSc2nccn2C)nn1 | 2.9
COc1ccc(C(=O)NCC23C=CC(O2)C2C(=O)N(c4ccc(Cl)cc4)C(=O)C23)cc1 (stereo not given) | -3.8
COc1ccc(NS(=O)(=O)c2cc(Br)cc3c2N(C(=O)C2CC2)CC3)cc1OC | 9.6
CCCCCCOc1ccccc1/C=C1\C(=O)N(c2ccc([N+](=O)[O-])cc2)N=C1c1ccccc1 | -0.6
O=c1c2cnc3ncnn3c2ccn1C1CCCC1 | -0.4
Oc1ccccc1-c1nc(Nc2ccc(F)c(F)c2)c2ccccc2n1 | 4.2
CCOC(=O)c1c(NC(C)=O)sc2c1CCC(Sc1ccccc1)C2O (stereo not given) | 4.9
Cc1cccn2c(=O)c3cc(C(=O)NCCCOC(C)C)n(C)c3nc12 | 6.2
CCOc1ccccc1NC(=O)C(CC(C)C)NS(=O)(=O)c1ccc2c(c1)CCN2C(C)=O (stereo not given) | -4.9
Cc1ccnc(N=CC2SC(=S)NC2=O)c1 (stereo not given) | 2.5
COc1ccc(CC(=O)Nc2cc(-c3cn4cccnc4n3)ccc2C)cc1OC | -1.8
COc1ccc(C(=O)NNC(=O)CSc2nnc(-c3ccc(OC)cc3)n2-c2ccc(OC)cc2)cc1 | 2.6
Cc1ccc2c(c1)CN(Cc1cn[nH]c1-c1ccc(F)cc1)CC(C)O2 (stereo not given) | 1.5
O=C(CSc1nnc(-c2cccc(Cl)c2)n1-c1ccccc1)NCc1ccccc1 | -2.4
Cc1ccc(Nc2nnc(-c3ccc(C)c(S(=O)(=O)NCc4nc5ccccc5[nH]4)c3)c3ccccc23)cc1 | 4.4
CCOC(=O)NNC(=S)Nc1sc2c(c1C(=O)OCC)CCN(C(=O)OCC)C2 | -14.4
CCC1CCc2nc3sc(C(=O)Nc4ccc(Cl)cc4)c(N)c3cc2C1 (stereo not given) | -12.7
O=c1c2ccccc2n(-c2cccc([N+](=O)[O-])c2)c2ccccc12 | 8.8
Cc1ccc(CNC(=O)c2sc3nc4n(c(=O)c3c2C)CCCC4)cc1 | -0.5
CC(C)(C)OC(=O)N/N=C/c1ccc(Br)cc1 | 5.0

Next results.
SMILES | RBX1-CUL1 inh
CCO[C@H]1[C@H](NC(=O)c2cccnc2)c2ccccc2C12CCN(C(=O)C1=CCCC1)CC2 | 7.4
Cc1ccc(CNC(=O)C2CCCN(c3nc4ccccc4n4cccc34)C2)cc1 (stereo not given) | -1.7
CCOC(=O)N1C=CC(C)=CC2CC(=O)N21 (stereo not given) | 14.3
CC(=O)c1sc(NC(=O)COc2ccc(C)c(C)c2)nc1C | -1.3
CC(C)NC(=O)CSc1cn(CC(=O)N2CCCCCC2)c2ccccc12 | -9.5
CCCCS(CCCC)=NS(=O)(=O)c1ccc(NC(C)=O)cc1 | 3.4
CC(CN1C(=O)CC2Sc3ccccc3N=C21)N(C)C (stereo not given) | 6.4
COc1ccc(Br)cc1CC1C(=O)Nc2ccccc21 (stereo not given) | -6.5
COc1ccc(CN2CC[C@@H](N3CCC(O)CC3)[C@H](O)C2)c(F)c1 | 7.1
CCOC(=O)c1cc2c([nH]1)C(=O)CCC2 | 0.5
Cc1cn2c3c(=O)n(Cc4ccccc4F)c(=O)n(C)c3nc2n1CCCO | 12.1
Cc1nc(N(C)C2CCCCC2)ncc1C(C)NC(=O)Cc1ccccn1 (stereo not given) | 13.1
CCOC(=O)C1C(=O)C(C=Nc2ccc(OC)cc2)N=C1C (stereo not given) | 2.1
CC1=Nc2c(ccc3c2C(C)(C)C(C)=N3)C1(C)C | -6.0
CCOCCn1c(O)c(N=NC(=O)Cc2cccc3ccccc23)c2ccccc21 | -10.2
CCOC(=O)C1(Cc2ccc(OC)cc2)CCN(C(=O)C2CCCCN2CC)CC1 (stereo not given) | 7.3
COc1ccc(CCN2C(=O)C(=O)C(C(=O)c3cccs3)C2c2ccc(C)cc2)cc1 (stereo not given) | 10.6
C=CCn1nnc(NC(=O)CCCC)n1 | 0.2
O=C(CS(=O)(=O)c1ccc2ccccc2c1)N1CCOCC1 | -12.3
Cc1ccccc1NC(=O)Cc1ccc(Cl)cc1 | 13.3
CCOC(=O)CSc1nc(Cl)c2ccccc2n1 | 2.2
CC(=O)NC(=S)Nc1cc(C(F)(F)F)ccc1N1CCOCC1 | -0.5
CCOC(=O)C1(CCOC)CCN(Cc2cc(OC)c(O)cc2Cl)CC1 | -4.3
Cc1cccc(S(=O)(=O)N2CCN(C)CC2)c1 | -1.3
COc1cccc(-c2nc3ccc4ccccc4c3c3c2CCCC3)c1OC | -0.2
